PHOSPHO1 inh – PubChem AID 1565 | Phosphoethanolamine/phosphocholine phosphatase (Homo sapiens), Q8TCT1 | recombinant PHOSPHO1, absorbance phosphatase assay | inhibition, % at 13.3 µM | 1.1% of 290,000 active; in the data active = inhibition above about 60%
IDE act – human IDE activators in live cells, primary screen, fluorescence polarization, HEK cells, FAbeta-B substrate; FAbeta-B cleavage; 0% vehicle, 100% cell-free pure enzyme wells; activation, % at 5.96 µM; 0.073% of 340,000 active; AID 493087, 2011;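 active = activation above the mean of all tested compounds plus 3 SD, set per screening campaign, cut at about 17% in these data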
CHRM4 PAM – human M4 muscarinic receptor positive allosteric modulators, primary screen, CHO-K1 cells, Fluo-8 calcium fluorescence; Muscarinic acetylcholine receptor M4 (Homo sapiens), P08173; CHO-K1 hM4/Gqi5, ACh EC20; 0% = ACh EC20, 100% = maximal ACh; activation, % at 3 µM; 0.4% of 360,000 active; AID 624126, 2012;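 active = activation above its plate's cutoff, the mean activation of sample wells plus 3 SD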; also: some results filed as inactive read as strong as hits
Target sequence (P08173 whole entry, looked up): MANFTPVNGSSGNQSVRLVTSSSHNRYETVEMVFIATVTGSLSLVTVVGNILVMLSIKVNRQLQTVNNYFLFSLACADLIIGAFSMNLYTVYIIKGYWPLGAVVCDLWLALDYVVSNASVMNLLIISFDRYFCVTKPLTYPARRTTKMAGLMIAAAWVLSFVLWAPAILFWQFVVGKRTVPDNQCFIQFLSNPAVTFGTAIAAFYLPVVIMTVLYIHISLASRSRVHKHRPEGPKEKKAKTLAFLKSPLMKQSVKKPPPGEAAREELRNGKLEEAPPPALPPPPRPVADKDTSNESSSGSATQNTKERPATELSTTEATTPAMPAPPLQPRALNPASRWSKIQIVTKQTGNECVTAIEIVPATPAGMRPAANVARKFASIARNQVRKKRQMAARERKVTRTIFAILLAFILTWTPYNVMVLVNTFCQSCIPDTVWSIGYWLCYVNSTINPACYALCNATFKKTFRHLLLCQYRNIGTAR
IDE inh – human IDE inhibitors in live cells, primary screen, fluorescence polarization, HEK cells, FAbetaB substrate; Insulin-degrading enzyme (Homo sapiens), P14735; inhibition, % at 5.59 µM; 0.41% of 320,000 active; FAbetaB cleavage;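 active = percent inhibition above the average of all tested compounds plus 3 SD, set per screening campaign, cut at about 16% in these data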;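 also: IDE supplied by intact live HEK cells; FP after avidin binding of uncleaved biotin substrate so inhibition keeps polarization high; 0% = DMSO wells and 100% = 60 µM reference IDE inhibitor Ii1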
MEKK3 PB1 HTS – modulators of MEKK3-MEK5 PB1 binding, primary screen, biochemical, wildtype MEKK3, multiplex bead flow cytometry, Alexa488-MEK5; Mitogen-activated protein kinase kinase kinase 3 (Homo sapiens), Q99759; bead-based flow cytometry, Alexa488-MEK5 binding to MEKK3; actives lie on both sides; 0 = blocked by unlabeled MEK5, 100 = vehicle; binding response (% of control), % at 10 µM; 1.4% of 290,000 active; AID 1529, 2009;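 active = binding response more than 3 SD above or below the average of its plate-row segment, actives on both sides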;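 also: Alexa488 bead fluorescence after subtracting the streptavidin-only scavenger bead signal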
GalR3 antag – GalR3 antagonists in HEK293 cells, primary screen, cell-based, fluorescence readout | Galanin receptor type 3 (Homo sapiens), O60755 | HEK293 GalR3-CNG cAMP membrane potential fluorescence; galR3 body fused to GalR1 C-terminus | inhibition, % at 3 µM | 0.44% of 360,000 active | AID 651719, 2012;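 active = inhibition above the screen-wide average plus 3 SD, cut at about 13% in these data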;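 also: forskolin and galanin both at EC90 stimulate the cells; cAMP rise reported by CNG channel membrane potential dye signal; 0% = forskolin plus galanin with DMSO and 100% = forskolin alone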
Target sequence (O60755 1-299 limits assumed): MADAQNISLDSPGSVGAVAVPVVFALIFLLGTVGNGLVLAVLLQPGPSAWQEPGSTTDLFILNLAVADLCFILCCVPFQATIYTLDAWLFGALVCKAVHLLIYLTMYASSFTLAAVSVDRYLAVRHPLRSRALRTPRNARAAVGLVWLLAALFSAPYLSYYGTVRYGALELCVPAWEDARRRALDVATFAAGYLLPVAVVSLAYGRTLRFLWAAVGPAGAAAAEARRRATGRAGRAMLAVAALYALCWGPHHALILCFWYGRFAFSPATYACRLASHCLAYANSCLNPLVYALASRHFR
CRFR2-BP ag – agonists of CRF-BP/CRF-R2 complex, primary screen, cell-based, HEK293, calcium dye fluorescence, uHTS | calcium dye fluorescence (FLIPR); percent of saturating CRF peptide response | activation, % at 13.2 µM | 0.46% of 350,000 active;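 active = activation of at least 50%, plus an integration ratio under a set limit after plate pattern correction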;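 also: plate controls were neutral control wells without compound for no effect and CRF at EC100 for full effect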
p-CIP stab down – p/CIP-EGFP fusion destabilizers, primary screen, fluorescence, F442A cells. Q05BA5. 16 h. decrease of EGFP signal, % at 10 µM. 0.01% of 290,000 active. AID 1984, 2009;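 active = EGFP signal decrease of at least 30% at 10 µM or well 3 SD below plate mean, unless failing retest; inactive = the rest, including hits failing retest or dose response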; also: some compounds called inactive have numbers as strong as hits; many of its hits are not listed in these tables
CRFR2-BP antag – antagonists of CRF-BP/CRF-R2 complex, primary screen, cell-based, HEK293, calcium dye fluorescence, uHTS. CRF-induced calcium fluorescence. inhibition, % at 11.8 µM. 0.59% of 350,000 active. AID 588475, 2011;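 active = inhibition of the ligand-induced calcium signal above about 50% at the single tested concentration, limit read from the data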
The depositor's hits bear a star; · = not tested or not shown; [ ] = remark or other dose. Rows were taken by chance (roughly 4.2% active in at least one column).

Start of the listing, in advance (12 entries):
No.	PHOSPHO1 inh	IDE act	CHRM4 PAM	IDE inh	MEKK3 PB1 HTS	GalR3 antag	CRFR2-BP ag	p-CIP stab down	CRFR2-BP antag	smiles
1	24	-6	-9	2	101	-5	0.1	1	1	CC1CC(C)CN(C(=O)C2CCCN(c3ncnc4c3nc3n4CCCCC3)C2)C1 (stereo unspecified)
2	15	4	-8	3	127	-2	-2.7	-9	-2	Cc1ccccc1/C=C/c1nc2ccccc2c(=O)n1Cc1ccccc1
3	·	·	4	·	·	-2	3.8	·	-10	CCc1cc(-c2nnn(-c3cc(C(C)C)ccc3C)c2CC)ccc1-c1cn(CCc2c[nH]c3ccccc23)nn1
4	20	3	9	1	105	-3	-0.4	-10	1	COc1ccc(NC(=O)c2oc3ccccc3c2C)cn1
5	·	0	0	-4	·	-4	-1.4	·	-7	COc1ccc(OC)c(NC(=O)COC(=O)c2ccc(OC)c(S(=O)(=O)N3CCCC3)c2)c1
6	46	5	3	-4	103	3	-0.3	-20	-25	COc1ccc(OC)c(/C=N/NC(=O)c2cc3c(OC)cccc3[nH]2)c1
7	32	3	1	0	103	-3	-1.9	-6	10	Cc1cccnc1NC(=O)CCn1c(=O)oc2ccccc21
8	-11	3	6	-1	100	-3	-1.6	1	1	Cc1cc(Nc2ccccc2F)n2nc(C)nc2n1
9	51	-2	-5	-4	92	2	-0.9	6	-5	Cc1nc2ccc(C(=O)N3CCCC(CO)(Cc4ccc(F)cc4F)C3)cc2nc1C (stereo unspecified)
10	·	6	-2	·	·	3	0.2	·	2	CC(CO)NS(=O)(=O)c1ccc(Br)cc1F (stereo unspecified)
11	14	-2	3	1	104	-12	-1.8	2	13	CC(=O)c1ccc(C(=O)NC2CCCN(Cc3ccccc3F)C2)cc1 (stereo unspecified)
12	3	-3	-7	2	103	-13	-4.1	-4	50	CCc1cccc(C)c1NC(=O)CO/N=C(\C)c1cc2ccccc2o1

All compounds of this part, repeating the preview:
No.	PHOSPHO1 inh	IDE act	CHRM4 PAM	IDE inh	MEKK3 PB1 HTS	GalR3 antag	CRFR2-BP ag	p-CIP stab down	CRFR2-BP antag	smiles
1	24	-6	-9	2	101	-5	0.1	1	1	CC1CC(C)CN(C(=O)C2CCCN(c3ncnc4c3nc3n4CCCCC3)C2)C1 (stereo unspecified)
2	15	4	-8	3	127	-2	-2.7	-9	-2	Cc1ccccc1/C=C/c1nc2ccccc2c(=O)n1Cc1ccccc1
3	·	·	4	·	·	-2	3.8	·	-10	CCc1cc(-c2nnn(-c3cc(C(C)C)ccc3C)c2CC)ccc1-c1cn(CCc2c[nH]c3ccccc23)nn1
4	20	3	9	1	105	-3	-0.4	-10	1	COc1ccc(NC(=O)c2oc3ccccc3c2C)cn1
5	·	0	0	-4	·	-4	-1.4	·	-7	COc1ccc(OC)c(NC(=O)COC(=O)c2ccc(OC)c(S(=O)(=O)N3CCCC3)c2)c1
6	46	5	3	-4	103	3	-0.3	-20	-25	COc1ccc(OC)c(/C=N/NC(=O)c2cc3c(OC)cccc3[nH]2)c1
7	32	3	1	0	103	-3	-1.9	-6	10	Cc1cccnc1NC(=O)CCn1c(=O)oc2ccccc21
8	-11	3	6	-1	100	-3	-1.6	1	1	Cc1cc(Nc2ccccc2F)n2nc(C)nc2n1
9	51	-2	-5	-4	92	2	-0.9	6	-5	Cc1nc2ccc(C(=O)N3CCCC(CO)(Cc4ccc(F)cc4F)C3)cc2nc1C (stereo unspecified)
10	·	6	-2	·	·	3	0.2	·	2	CC(CO)NS(=O)(=O)c1ccc(Br)cc1F (stereo unspecified)

The list continues:
No.	PHOSPHO1 inh	IDE act	CHRM4 PAM	IDE inh	MEKK3 PB1 HTS	GalR3 antag	CRFR2-BP ag	p-CIP stab down	CRFR2-BP antag	smiles
11	14	-2	3	1	104	-12	-1.8	2	13	CC(=O)c1ccc(C(=O)NC2CCCN(Cc3ccccc3F)C2)cc1 (stereo unspecified)
12	3	-3	-7	2	103	-13	-4.1	-4	50	CCc1cccc(C)c1NC(=O)CO/N=C(\C)c1cc2ccccc2o1
13	-2	3	2	0	89	0	-1.1	0	7	COc1ccc(/C=C2\SC(=O)N(CCC(=O)Nc3ccccc3)C2=O)cc1OC
14	-2	8	6	-1	96	4	-2.8	2	-26	COc1ccc(C)cc1Nc1cc(C)nc2nc(C)nn12
15	36	1	12	-7	100	-9	-1.0	-6	3	O=C(NCCc1ccccc1Cl)C1CC(=O)N(C2CCCCC2)C1 (stereo unspecified)
16	14	-1	3	4	105	-9	-1.3	-7	2	CCOc1ccccc1N=NC1C(=O)N(C(N)=S)N=C1C (stereo unspecified)
17	-16	12	5	2	88	-4	-1.3	-8	-27	O=C(COC(=O)c1cccs1)c1ccccc1
18	32	-1	-6	-3	6.0*[inhibitor]	-2	1.8	-2	-2	COc1ccccc1Oc1ccc(N2CC(C(=O)OCC(=O)c3ccccc3)CC2=O)cc1 (stereo unspecified)
19	-9	4	-3	1	99	-2	1.5	6	11	CCOC(=O)c1[nH]ncc1CN1CCc2ccc(NC(=O)C3CCCO3)cc2C1 (stereo unspecified)
20	12	5	-1	0	102	-8	0.7	-13	-10	CC(=O)c1cccc(Nc2nc(-c3ccccc3)cs2)c1

Additional results.
No.	PHOSPHO1 inh	IDE act	CHRM4 PAM	IDE inh	MEKK3 PB1 HTS	GalR3 antag	CRFR2-BP ag	p-CIP stab down	CRFR2-BP antag	smiles
21	53	2	4	2	101	-5	-0.8	3	0	CS(=O)(=O)c1nc(S(=O)(=O)c2ccc(Cl)cc2)c(NCCN2CCOCC2)s1
22	·	-3	2	1	·	-3	-1.5	·	26	Cc1c(C)n2c(SCC(=O)NC3CCCCC3)nnc2[nH]c1=O
23	-7	0	5	9	152*	-3	0.7	14	-22	COc1cc(/C=C/C(=O)OCC(=O)Nc2cc(C(F)(F)F)ccc2N2CCOCC2)ccc1O
24	8	6	0	2	104	-3	-0.5	2	1	CCS(=O)(=O)N1CCN(C(=O)c2cccc3ccccc23)CC1
25	9	-2	-4	2	102	-7	-0.9	-23	-3	CCc1ccc(CN(C)C(=O)c2cc(COc3ccc(OC)cc3Cl)on2)nc1
26	-30	·	·	0	98	·	·	-6	·	Cc1ccc(NC(=S)/C(=C(\[O-])c2ccc(C)c([N+](=O)[O-])c2)[n+]2ccccc2)cc1C
27	-20	-2	-8	2	95	-5	-1.8	-6	21	CC(C)N(Cc1nc(-c2ccccc2)no1)C(=O)c1ccc([N+](=O)[O-])cc1
28	35	1	-22	0	100	-5	-0.1	-10	7	CC(C)(O)C#Cc1ccc(CN2CCN(C3CCCCC3)C(CCO)C2)s1 (stereo unspecified)
29	11	6	1	1	100	-2	-1.1	-12	9	O=C1C(=O)N(Cc2cccnc2)C(c2cccc(F)c2)/C1=C(/O)c1ccc2c(c1)OCO2 (stereo unspecified)
30	-11	4	-1	5	101	-3	1.2	-7	-17	CCOC(=O)N1CCN(c2c(NCCCN(CC)CC)c(=O)c2=O)CC1

(cont.)
No.	PHOSPHO1 inh	IDE act	CHRM4 PAM	IDE inh	MEKK3 PB1 HTS	GalR3 antag	CRFR2-BP ag	p-CIP stab down	CRFR2-BP antag	smiles
31	32	5	-6	0	111	-5	-0.3	-5	-1	COc1cc(C(O)P(=O)(OCC(C)C)c2ccc(N(C)C)cc2)cc(OC)c1OC (stereo unspecified)
32	·	2	5	5	·	-4	0.0	·	-16	Cn1c(SCC(=O)NC2CC2)nnc1-c1ccc(Cl)cc1
33	15	2	0	0	94	-8	0.8	-8	4	COc1ccc(NC(=O)CSc2nncn2C)cc1
34	2	7	-2	3	92	5	-1.1	0	9	CN(c1ccccc1)c1cc(=O)[nH]c(=O)[nH]1
35	12	-2	17	8	85	-3	0.5	-13	-1	O=C(Cc1ccccc1)NCc1ccc2c(c1)OCO2
36	50	6	10	0	95	-4	5.0	-5	-1	Cc1nn(Cc2c(F)c(F)c(F)c(F)c2F)c(C)c1NC(=O)c1c(-c2ccccc2)nn(-c2ccccc2)c1C
37	24	9	-1	10	91	-5	-1.0	3	-1	CC(=O)Nc1ccc2sccc2c1
38	3	4	2	-1	103	-1	-1.1	-2	-15	O=C(C(Cc1ccccc1)N1C(=O)C2C3C=CC(C3)C2C1=O)N1CCCCC1 (stereo unspecified)
39	20	0	5	·	113	·	-0.5	2	1	COC(=O)c1ccc(N=c2sc(C(=O)OC)cc(=O)n2C)cc1
40	15	-4	21	6	110	-3	0.8	-5	4	O=C(O)c1ccc(N/N=C/c2ccc(OC(=O)c3cccc(Cl)c3)cc2)cc1

The listing continues.
No.	PHOSPHO1 inh	IDE act	CHRM4 PAM	IDE inh	MEKK3 PB1 HTS	GalR3 antag	CRFR2-BP ag	p-CIP stab down	CRFR2-BP antag	smiles
41	9	1	10	8	138*	-5	0.5	0	4	O=C(NNCC(O)COc1ccccc1)c1ccccc1 (stereo unspecified)
42	·	-1	3	·	·	-5	0.1	·	-1	Cn1cc(S(=O)(=O)NC[C@H]2O[C@@H](n3ccc(=O)[nH]c3=O)[C@H](O)[C@@H]2O)cn1
43	-7	4	1	-4	91	-5	-1.5	-1	5	Cc1ccc(NC(=O)Cn2cccc2)cc1
44	36	0	-6	5	98	-1	-0.2	2	-14	COc1cccc(CN2CCC(C(=O)Nc3ccc(-c4cccc(C)c4)cc3)CC2)c1O
45	·	4	2	-8	·	-2	-0.2	·	-13	CC(C)OCCCn1c(SCC(=O)N2CCCC2=O)nc2ccccc2c1=O
46	22	9	4	-1	102	-9	-0.3	-7	3	COc1ccc(-c2noc(CN(C)C(=O)c3ccoc3C)n2)cc1OC
47	33	5	15	-2	97	-4	5.0	3	-8	COc1cc2c(cc1OC)C1=NC(=O)CN1C(SCc1ccc(C)cc1)=N2
48	44	4	4	-6	108	9	0.2	9	-5	CC(C)(CO)NC12CC3CC(CC(C3)C1)C2
49	35	4	-12	1	115	8	0.0	20	-11	CCC(=O)Nc1cccc(C(=O)/C=C/c2cccs2)c1
50	·	1	3	0	·	-2	0.4	·	-4	O=C(O)[C@@H]1CCCN(S(=O)(=O)c2cccc3cccnc23)C1
51	·	2	-6	9	97	-8	-2.5	0	31	CCCN1Cc2cccc(C(=O)NCCc3cccc(C)c3)c2C1=O
